Assay outcomes (PubChem)
ASAP1 inh = inhibitors of human ASAP1 ArfGAP activity, primary screen, biochemical, fluorescence polarization; 0.19% of 360,000 active; ASAP1-stimulated ARF1 GTP hydrolysis, GDP FP detection; Arf-GAP with SH3 domain, ANK repeat and PH domain-containing protein 1 (Homo sapiens), …; AID 624377, 2012; inhibition, % at 16.5 µM; in the data active means inhibition above about 25%;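 further: 0% = vehicle with enzyme and substrate and 100% = no enzyme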
Target sequence (Q9ULH1 325-724 limits assumed): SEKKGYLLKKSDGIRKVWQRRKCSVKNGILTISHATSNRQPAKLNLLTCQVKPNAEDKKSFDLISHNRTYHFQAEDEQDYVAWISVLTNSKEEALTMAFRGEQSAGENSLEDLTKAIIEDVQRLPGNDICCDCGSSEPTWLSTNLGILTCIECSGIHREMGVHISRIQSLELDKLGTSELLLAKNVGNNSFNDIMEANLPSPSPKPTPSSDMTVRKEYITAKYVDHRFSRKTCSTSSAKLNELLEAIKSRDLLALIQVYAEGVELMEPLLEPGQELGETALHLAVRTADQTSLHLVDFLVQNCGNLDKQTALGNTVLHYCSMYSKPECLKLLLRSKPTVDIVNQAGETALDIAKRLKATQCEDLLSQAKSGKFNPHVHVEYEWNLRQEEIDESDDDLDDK
UHRF1 MBD2 ctr = UHRF1 methylated DNA binding inhibitors, primary screen, counter-screen for MBD2 inhibitor project, biochemical, TR-FRET, human UHRF1, single concentration; UHRF1 binding to methylated oligo; inhibition, % at 4.4 µM; 0.75% of 370,000 active; in the data active means inhibition above about 21%;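 further: UHRF1 SRA domain binding a hemimethylated CpG hairpin DNA probe; 0% = median of test compound wells and 100% = reference inhibitor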
DDE Tn6 FP inh = inhibitors of Tn6 peptide binding to fibrin DD(E), primary screen, biochemical, fluorescence polarization, human fibrin, Tn6 probe; Fibrinogen beta chain (Homo sapiens), P02675; Fibrin DD(E) TRITC-Tn6 fluorescence polarization displacement; inhibition, % at 8.3 µM; 0.21% of 370,000 active; AID 720509, 2013;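 active means inhibition above a per-campaign cutoff: mean of compounds within control limits plus 3 SD, cut at about 15% in these data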;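 further: 0% = median of all compound wells on the plate and 100% = blocking peptide control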
Target sequence (P02675 whole entry, looked up): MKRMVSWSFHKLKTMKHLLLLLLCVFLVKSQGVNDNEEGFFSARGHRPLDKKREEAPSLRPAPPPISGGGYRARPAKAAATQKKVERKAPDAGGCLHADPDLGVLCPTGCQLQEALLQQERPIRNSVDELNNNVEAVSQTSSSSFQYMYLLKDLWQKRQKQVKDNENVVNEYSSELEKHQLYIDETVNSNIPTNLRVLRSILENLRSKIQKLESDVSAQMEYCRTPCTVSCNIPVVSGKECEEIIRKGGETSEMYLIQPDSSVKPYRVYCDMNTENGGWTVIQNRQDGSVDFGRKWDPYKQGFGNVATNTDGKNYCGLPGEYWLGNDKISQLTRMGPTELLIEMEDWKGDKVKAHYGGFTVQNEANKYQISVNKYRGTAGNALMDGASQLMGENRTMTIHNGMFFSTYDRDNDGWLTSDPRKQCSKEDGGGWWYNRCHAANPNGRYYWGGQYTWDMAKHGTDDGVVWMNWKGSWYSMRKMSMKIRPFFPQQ
Tn7 DDE FP = inhibitors of Tn7 peptide binding to fibrin DD(E), primary screen, biochemical, fluorescence polarization, human fibrin, Tn7 probe; inhibition, % at 8.3 µM; Fibrinogen beta chain (Homo sapiens), P02675; 0.13% of 370,000 active; FP displacement of FITC-Tn7 peptide from fibrin DD(E); 0% = median of compound wells per plate;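 active means inhibition above the mean of compounds falling within the control limits plus 3 SD of them, cut at about 14% in these data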;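 further: 0% = plate median of compound wells and 100% = 10 µM Aha-Tn7 peptide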
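Assay system: human fibrin DD(E). Input: DD(E) 2 µM final. Medium: Tris buffer with calcium and detergent, pH 7.8. Compound dosing: single point at 8.3 µM. Timing: 10 min plus 3 h, room temperature. Technique: fluorescence polarization of the labelled Tn7 tracer. Read-out: percent inhibition. Replicates: singlicate testing.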
ARFGAP1 inhibitor = inhibitors of rat ARFGAP1 GAP activity, primary screen, biochemical, fluorescence polarization, GDP tracer | AID 651572, 2012 | ADP-ribosylation factor GTPase-activating protein 1 (Rattus norvegicus), Q62848 | 0.26% of 360,000 active | inhibition, % at 16.5 µM | Arfgap1-stimulated ARF1 GTP hydrolysis, GDP FP detection;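 active means inhibition above a per-plate limit, mean inhibition of low control wells plus 3 SD, cut at about 25% in these data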;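 further: 0% = DMSO wells with enzyme and 100% = wells lacking Arfgap1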
Target sequence (Q62848 1-136 limits assumed): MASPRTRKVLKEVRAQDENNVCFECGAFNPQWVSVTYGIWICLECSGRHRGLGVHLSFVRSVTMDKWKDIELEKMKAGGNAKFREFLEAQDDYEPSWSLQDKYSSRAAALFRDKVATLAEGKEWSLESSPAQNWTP
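System: truncated rat Arfgap1 GAP domain / Benchmarks: high control wells lacking Arfgap1, low control full reaction with DMSO / Times: compound-enzyme preincubation 20 min, reaction 120 min, detection 60 min, 25 °C / Repeats: one replicate per compound / Also added: human ARF1(Δ1-17)-GTP substrate / Measured by: Tracer-displacement fluorescence polarization with EDTA stop, 620/688 nm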
KLK7 zymogen act = proKLK7 zymogen activators, primary screen, biochemical, fluorescence intensity; Kallikrein-7 (Homo sapiens), P49862; purified proKLK7, EDANS-DABCYL substrate fluorescence; 100% is mature enzyme control, 0% vehicle; activation, % at 7 µM; 0.9% of 370,000 active; AID 652039, 2013;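 active means activation above the mean of all tested compounds plus 3 SD, computed per campaign excluding outliers beyond control limits, cut at about 13% in these data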
PLCg1 inh = PLC-gamma1 enzyme inhibitors, primary screen, biochemical, fluorescence, purified enzyme; 0.84% of 370,000 active; AID 720700, 2013; 1-phosphatidylinositol 4,5-bisphosphate phosphodiesterase gamma-1 (Homo sapiens), P19174; fluorogenic substrate; inhibition, % at 12.2 µM; in the data active means inhibition above about 9.5%
PLC-beta3 inh = human PLC-beta3 inhibitors, primary screen, biochemical, fluorescence | 1-phosphatidylinositol 4,5-bisphosphate phosphodiesterase beta-3 (Homo sapiens), Q01970 | Purified PLC-beta3, fluorogenic substrate | inhibition, % at 12.2 µM | 0.18% of 370,000 active | AID 720704, 2013; in the data active means inhibition above about 11%;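 further: 0% = median of compound wells on plate and 100% = full blocker control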
ADAM17 inh = ADAM17 inhibitors, primary screen, biochemical, QFRET. Disintegrin and metalloproteinase domain-containing protein 17 (Homo sapiens), P78536. recombinant ADAM17, EDANS/DABCYL FRET peptide cleavage. inhibition, % at 6.95 µM. 0.83% of 370,000 active. AID 720648, 2013;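 active means inhibition above the mean of compounds lying between control limits plus 3 SD, set per campaign, cut at about 8.5% in these data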;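 further: 0% = DMSO-only wells as the low control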
MBD2 inh = inhibitors of MBD2 binding to methylated DNA, primary screen, biochemical, TR-FRET, DNA-binding domain, human; 0.31% of 370,000 active; inhibition, % at 4.4 µM; Methyl-CpG-binding domain protein 2 (Homo sapiens), Q9UBB5; MBD2 binding to methylated oligonucleotide; in the data active means inhibition above about 13%
* marks the source's active call; other numbers are inactive results; i = inactive.

SMILES	ASAP1 inh	UHRF1 MBD2 ctr	DDE Tn6 FP inh	Tn7 DDE FP	ARFGAP1 inhibitor	KLK7 zymogen act	PLCg1 inh	PLC-beta3 inh	ADAM17 inh	MBD2 inh
COc1ccc(N2C(=O)C(F)(F)C2c2ccc(C)cc2)cc1OC (stereo unspecified)	5	-2	9	-4	-24	-0.1	-2	-90	1	-2
CCOC(=O)c1cc2c(n(-c3ccccc3)c1=O)CC(C)(C)CC2=O	-7	0	4	1	4	0.6	-1	-5	-21	-1
CC1CCCCN1C(=O)COC(=O)c1ccc(N2CCCC2=O)cc1 (stereo unspecified)	-14	2	-4	5	-9	0.1	4	-3	1	-3
Cc1ccc(-c2c(C(=O)NCc3ccccc3)oc(=O)c3ccccc23)cc1	12	2	1	-3	2	0.4	3	4	2	-2
CC(C)(CO)NCc1cccc(OCc2ccc(Cl)cc2)c1	2	-5	-1	-1	7	-0.2	0	5	1	0
O=C(Nc1ccc(N2CCOCC2)cc1)c1cccnc1	-7	-1	2	-3	-1	0.6	1	1	-1	-4
CCOC(=O)c1c(NC(=O)C2=C(C)NC(=S)NC2c2ccc(C)cc2)sc(C)c1C (stereo unspecified)	-6	-1	-2	-1	7	-59	-390	-416	-15	0
Cn1c(=O)cc(OCCCC(=O)NCc2ccccn2)c2ccccc21	0	-3	6	-1	-7	0.4	1	2	-1	-2
O=C(NNC(=O)c1ccco1)c1ccccc1	-2	-1	5	-4	2	0.0	-2	2	-3	0
O=C(CSCc1ccccc1)NCCc1ccc(F)cc1	-12	-4	-9	1	-4	0.0	4	-3	-3	2
CC(C)(C)NC(=O)C(C1CC1)n1c(=O)c(-c2cc3ccccc3[nH]2)nc2ccccc21 (stereo unspecified)	12	-2	3	-3	6	-3.6	i	i	-99	-4
Cc1ccc(C(=O)CCC(=O)Nc2ccccc2C)c(C)c1	-18	-1	-3	4	2	-0.2	0	-4	0	0
COC(=O)Cc1ccc(NC(=S)NNC(=O)c2ccccc2Br)cc1	7	-2	-1	2	13	-0.2	1	3	4	-3
Cc1ccc(N=Cc2c(O)n(-c3nccs3)c(=O)c3ccccc23)c(C)c1	5	-3	1	-1	-5	0.5	-10	-8	-1	-1
NS(=O)(=O)c1cccc(NC(=O)CSc2nnc3n2CCCCC3)c1	-1	2	5	-1	4	-0.2	2	-2	1	3
CC1CC(C)CN(C(=O)CN2C(=O)NC(c3ccccc3)(c3ccccc3)C2=O)C1 (stereo unspecified)	-1	-6	4	1	2	0.8	1	-3	-1	4
CN1CCN(C(=O)C2CC(=O)N(c3ccc(Cl)cc3)C2)CC1 (stereo unspecified)	-1	-1	-2	4	-3	-0.9	-2	1	-4	1
CCNC(=O)/C(C#N)=C/c1c(N(Cc2ccccc2)Cc2ccccc2)nc2ccccn2c1=O	-2	-5	-5	1	-2	-0.9	-19	-23	0	2
COc1ccccc1OCC(=O)Nc1nc(C)c(C)s1	-4	-2	-2	3	0	0.3	1	-5	-2	3
CCOc1ccc(OCC)c(NC(=O)C2C3C=CC(O3)C2C(=O)O)c1 (stereo unspecified)	-4	1	-1	-6	-15	0.1	-2	1	-1	-5
Cc1cc(C(=O)N/N=C/c2c(C)nn(-c3ccccc3)c2C)n[nH]1	1	-2	-7	-1	5	0.4	-1	-8	0	2
O=C(Cc1c(O)c2ccccc2oc1=O)c1ccc(F)cc1	7	1	-7	-4	2	0.1	-2	-2	1	1
CCS(=O)(=O)N1CCN(c2ccc(C(=O)NC3C4CC5CC(C4)CC3C5)cc2[N+](=O)[O-])CC1 (stereo unspecified)	2	5	-3	2	-6	-0.2	2	0	-2	0
Cc1cccc(C(C)C)c1NC(=O)C1CN(S(=O)(=O)c2ccccc2)CCN1S(=O)(=O)c1ccccc1 (stereo unspecified)	-1	-2	7	8	1	-0.8	0	3	-9	-1
C[C@@H]1CN(C(=O)OC(C)(C)C)CCN1c1ccc(Br)c(C#N)c1	-19	-3	9	3	24	-0.1	-9	-10	-7	2
COc1ccccc1NC(=O)N(CCCN1CCOCC1)Cc1cc2cc3c(cc2[nH]c1=O)OCO3	8	1	-3	9	-1	-0.1	-4	-7	-24	0
Cc1ccccc1N1C(=O)C2C3CCC(O3)C2C1=O (stereo unspecified)	0	-1	0	1	10	0.1	0	-4	0	-2
Cc1ccc(CC(=O)O/N=C(\N)Cc2ccc([N+](=O)[O-])cc2)cc1	8	11	0	1	3	0.3	0	-2	0	4
CCOC(=O)Cn1nc(C)n(-c2cccc(Cl)c2)c1=O	5	1	-3	3	-1	0.4	0	-1	0	3
CCc1nc2ccc(C(=O)Nc3ccc(NC(C)=O)cc3)cn2c1N(C)CCCc1ccccc1	2	16	-7	-5	-3	-0.8	-15	-27	3	-1
CCN1CC(CN(C)Cc2nc(-c3ccco3)oc2C)CC1=O (stereo unspecified)	-7	-1	1	1	-8	-0.3	-2	0	2	1
N#Cc1c(-c2ccccc2)cc(-c2ccccc2)nc1SCC(=O)NCC(=O)O	1	-1	6	6	-5	-0.6	-5	-16	-14	1
Cc1ccc(SCC(=O)c2c(C)nc3ccccn23)cc1	3	-1	2	3	7	-0.7	0	0	3	-2
Cc1ccc2c(c1)N(C(=O)CCC(=O)N1CCC(C(N)=O)CC1)CCO2	-11	0	1	9	-2	-0.9	-3	0	3	-1
COc1ccc2c(c1)-c1c(ssc1=S)C(C)(C)N2C(=O)CSC1=NCCS1	4	-6	9	2	16	-0.4	5	0	5	-1
COc1ccc(-c2cn(CCC(=O)NCc3ccc(C)cc3)c(-c3ccncc3)n2)cc1	3	0	0	-2	1	-1.8	-9	-15	-1	2
O=C(CCNS(=O)(=O)c1ccc(Br)s1)NCc1ccc2c(c1)OCO2	-1	-3	-6	1	3	-1.4	-3	-1	0	2
COc1ccccc1N(CCOc1ccccc1)S(=O)(=O)c1ccccc1	-9	-2	5	6	2	0.6	3	-1	5	-6
c1ccc(CCNc2nnnn2-c2ccccc2)cc1	14	0	-2	-5	5	-0.4	3	2	-3	0
CCS(=O)(=O)N1CCC(C(=O)N2CCOCC2)CC1	-3	-1	0	13	-5	-0.1	3	2	1	-1
Cc1ccc(S(=O)(=O)N2CCN(C(=O)CC(C)C)CC2)cc1	11	1	4	2	7	-0.5	1	0	0	2
CNc1snc(C)c1C(=O)OCC(=O)c1ccc(OC)c(F)c1	0	2	-1	0	0	0.7	-1	-8	1	0
CCOC(=O)c1[nH]cnc1N=Nc1c(O)ccc2ccccc12	13	-4	3	1	-1	0.0	-20	-21	-3	-6
CCOc1ccc(NC(=O)CSc2ncnc3c2sc2ccccc23)cc1	-21	0	7	1	2	1.1	0	4	1	4
CC1=NN(C(=O)Cc2ccc([N+](=O)[O-])cc2)C(O)(c2ccccc2)C1 (stereo unspecified)	11	-4	3	2	3	-0.2	-1	1	-1	1
CCCc1noc2c1C(c1ccoc1)C(C#N)=C(N)N2 (stereo unspecified)	3	-11	6	9	0	0.0	-4	-4	-2	-10
O=C(NC(C(=O)c1ccccc1)n1c(=O)cc[nH]c1=S)c1ccccc1 (stereo unspecified)	2	15	-1	1	-8	0.2	-2	-1	-4	8
O=C1NC(Cc2ccccc2)C(=O)N1Cc1ccccc1 (stereo unspecified)	6	-1	5	-2	-4	-0.1	1	1	-3	-1
Cc1ccc(S(=O)(=O)NN/C(=N/S(=O)(=O)c2ccccc2)c2ccccc2)cc1	4	1	5	5	8	-0.1	1	-1	-3	-4
Cc1nn(C2CCS(=O)(=O)C2)c(Cl)c1/C=C/C(=O)OCC(=O)c1c[nH]c2ccccc12 (stereo unspecified)	9	1	-1	2	-8	0.3	-2	-2	-3	-6
Later entries.
SMILES	ASAP1 inh	UHRF1 MBD2 ctr	DDE Tn6 FP inh	Tn7 DDE FP	ARFGAP1 inhibitor	KLK7 zymogen act	PLCg1 inh	PLC-beta3 inh	ADAM17 inh	MBD2 inh
Cc1ccc(CS(=O)(=O)CCC(=O)NCCN(C)Cc2ccccc2)cc1	-2	2	1	9	-5	0.1	4	0	-4	4
COc1ccc(C)cc1NC(=O)c1ccc(OCc2c(C)noc2C)cc1	-1	1	0	-4	-4	0.6	2	-1	-1	4
O=c1c2ccccc2nc(CSc2ncnc3nc[nH]c23)n1-c1cccc(C(F)(F)F)c1	-5	1	0	3	2	-0.8	1	-1	-2	5
CCOCCCN(C)C1CCN(C(=O)c2oc3ccccc3c2NC(=O)COc2ccc(F)cc2)CC1	3	1	0	0	-3	-0.7	-1	-5	1	1
CCOc1ccc(N2C(=O)CC(N(CCc3ccc(OC)cc3)C(=O)c3cccc(F)c3)C2=O)cc1 (stereo unspecified)	-18	1	12	0	-5	0.3	-2	0	5	-1
O=C(COc1ccccc1Cl)NNC(=O)c1ccc2nc[nH]c2c1	-4	2	0	8	2	-0.4	-1	-15	-5	5
O=C(Cn1c(=O)c2cccn2c2ccccc21)NCCCN1CCCCC1	9	2	-2	1	4	0.2	-2	-7	-4	2
COc1ccccc1OCCCOc1c(Cl)cc(C)cc1Cl	-13	-1	2	-3	12	-0.1	2	2	2	-1
Cc1ccc(C)c(S(=O)(=O)N2CCCOC2CNC(=O)C(=O)NCCN2CCOCC2)c1 (stereo unspecified)	5	1	-1	-2	-1	0.1	-2	-8	-3	0
N#Cc1c(-n2ccnc2)cccc1-n1ccnc1	-13	-2	-1	-5	2	0.0	1	4	-1	0

Among those listed so far, these contain bromine:
SMILES	ASAP1 inh	UHRF1 MBD2 ctr	DDE Tn6 FP inh	Tn7 DDE FP	ARFGAP1 inhibitor	KLK7 zymogen act	PLCg1 inh	PLC-beta3 inh	ADAM17 inh	MBD2 inh
COC(=O)Cc1ccc(NC(=S)NNC(=O)c2ccccc2Br)cc1	7	-2	-1	2	13	-0.2	1	3	4	-3
C[C@@H]1CN(C(=O)OC(C)(C)C)CCN1c1ccc(Br)c(C#N)c1	-19	-3	9	3	24	-0.1	-9	-10	-7	2
O=C(CCNS(=O)(=O)c1ccc(Br)s1)NCc1ccc2c(c1)OCO2	-1	-3	-6	1	3	-1.4	-3	-1	0	2
